# GAA glycogen – inhibitors or activators of human alpha-glucosidase glycogen cleavage | P10253 | recombinant GAA, glycogen substrate, Amplex Red glucose oxidase fluorescence | Potency, µM (titrated, usually from 76.4 µM), for inactives: top-dose activity change, negative = inhibition, usual class: inhibitors | 0.38% of 300,000 active;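 also: 0% = full enzyme reaction and -100% = no-enzyme basal signal; the screen sought inhibitors and activators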
#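 Recombinant enzyme (4 nM final) with compounds titrated up to 77 uM and bovine liver glycogen (30 ug) in citrate pH 5.0, 0.01% Tween-20, 37 C 40 min. Released glucose detected by Amplex Red/glucose oxidase (Ex 573/Em 610); AC50 from Hill fits.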
# GAA spleen mod – lysosomal alpha-glucosidase (human) modulation; 0.006% of 240,000 active; human spleen homogenate, 4-MU-alpha-glucoside fluorescence; Potency, µM (series often up to 79.9 µM), inactives show at the top dose activity change, negative = inhibition, most hits filed as inhibitors; AID 2112;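 also: 0% = enzyme with vehicle and -100% = no enzyme basal signal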
#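 AC50 values come from Hill-equation fits of concentration-response data, normalized to no-enzyme and full-activity controls. Enzyme source: 1 ug human spleen homogenate; 1 mM fluorogenic 4-MU glucoside, pH 5.0 citrate buffer, 37 C, 40 min.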
# Tau fluor counter – counter-screen for tau fibril formation inhibitors; Potency, µM (highest dose often 57.7 µM), for the others: at the top dose activity change, negative = decrease; 0.93% of 280,000 active; tau K18 P301L Alexa594 fluorescence, heparin fibrillization; AID 1463; also: % is scaled to controls: 0 for no effect and ±100 for the full control effect; nearly all actives have a fitted effect of over 55% in size
#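 Human K18 P301L tau (15 uM unlabeled plus 0.24 uM Alexa 594-labeled, final) in 100 mM sodium acetate pH 7 was mixed with compound and 20 uM heparin and incubated 6 hr at 37 C.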
# Tau fibril FP – inhibitors of human tau fibril formation; P10636; K18 P301L tau heparin fibrillization, Alexa594 FP, 6 h; Potency, µM (doses to about 57.7 µM), without a hit: at the highest dose activity, negative = inhibition, actives largely listed as inhibitors; 0.39% of 280,000 active; AID 1468; also: % is scaled to controls: 0 for no effect and ±100 for the full control effect; nearly all actives have a fitted effect of over 55% in size
# Target sequence (P10636 561-689 P618L limits assumed): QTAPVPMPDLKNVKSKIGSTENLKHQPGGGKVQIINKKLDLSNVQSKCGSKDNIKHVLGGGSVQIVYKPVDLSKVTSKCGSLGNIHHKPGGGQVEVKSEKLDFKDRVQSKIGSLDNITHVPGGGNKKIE
#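 Recombinant K18 P301L […], labeled with Alexa 594 at 0.24 uM over 15 uM unlabeled; heparin inducer 20 uM final; 37 C, 6 hr; FP endpoint.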
# Tau ThT inhib – tau fibrillization inhibition (ThT binding); 2.1% of 270,000 active; Potency, µM (series often up to 57.4 µM), for inactives: at the top dose activity, negative = inhibition, usual class: inhibitors; recombinant tau K18 P301L (four-repeat tau fragment), heparin-induced fibrillization, ThT fluorescence; P10636; also: % is scaled to controls: 0 for no effect and ±100 for the full control effect; nearly all actives have a fitted effect of over 55% in size
#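 Heparin-induced (20 uM) aggregation of recombinant human K18 P301L tau, 15 uM unlabeled with 0.24 uM labeled, pH 7 acetate buffer, 6 hr at 37 C with compound. Fibrils quantified by 30 uM ThT fluorescence after 1 hr ambient incubation.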
# GLA spleen mod – inhibits or activates alpha-galactosidase in human spleen homogenate. P06280. human spleen homogenate, 4MU-alpha-Gal fluorescence, 40 min. Potency, µM (titrated, usually from 80 µM), without a hit: at the highest dose activity change, negative = inhibition, actives largely listed as inhibitors. 0.008% of 240,000 active. AID 2107;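 also: 0% = enzyme with vehicle and -100% = no enzyme basal signal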
# Target sequence (P06280 32-429 limits assumed): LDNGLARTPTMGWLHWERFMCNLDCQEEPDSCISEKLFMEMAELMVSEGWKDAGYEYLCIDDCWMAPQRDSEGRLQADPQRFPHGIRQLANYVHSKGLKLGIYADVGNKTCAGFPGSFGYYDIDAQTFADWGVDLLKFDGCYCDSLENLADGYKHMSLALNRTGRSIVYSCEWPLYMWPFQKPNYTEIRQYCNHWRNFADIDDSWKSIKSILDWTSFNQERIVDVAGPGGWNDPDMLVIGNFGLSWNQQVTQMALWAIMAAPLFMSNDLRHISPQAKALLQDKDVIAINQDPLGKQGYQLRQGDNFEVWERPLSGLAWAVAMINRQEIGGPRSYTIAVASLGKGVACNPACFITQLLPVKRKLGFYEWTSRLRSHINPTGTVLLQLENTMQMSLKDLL
#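 Spleen homogenate 1 ug + cpd (titration) + 4-MU-alpha-D-galactopyranoside 1 mM; 37C 40 min; 50 mM citrate/phosphate pH 5.0, 0.01% Tween-20; stop pH 10; fluorescence 365/440; AC50 via Hill.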
# GAA inhib – alpha-glucosidase (human) inhibition; purified human GAA, 4-MU-alpha-glucoside fluorescence; Potency, µM (top dose mostly 76.9 µM), for inactives: at the highest dose activity change, negative = inhibition, hits mostly inhibitors; AID 1466; 0.005% of 200,000 active; P10253;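 also: plate controls were uninhibited enzyme wells for no effect and no-enzyme background for full effect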
#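 Activity normalized between no-enzyme (basal) and enzyme-only wells. Conditions: 4 nM human enzyme, 400 uM fluorogenic substrate, citrate/phosphate pH 5.0 with Tween-20, 20 min room temperature, compounds up to 77 uM.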
# HTT ATP protect – Huntington cell model cytoprotection by ATP luminescence | PC12 HTT-Q103 induced, cytoprotection, ATP luminescence, 40 h | Potency, µM (top dose mostly 56.4 µM), inactives show cytoprotection (ATP increase), hits mostly activators | 0.14% of 230,000 active | AID 1471;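 also: % of control where 0% means no effect; nearly all actives have a fitted effect of over 45% in size; toxic huntingtin expression switched on by the ecdysone agonist tebufenozide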
#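 Rat PC12, Q103 Htt exon1-GFP fusion, ecdysone promoter; tebufenozide inducer 100 nM final; compound titration; qHTS, 1500 cells/well; ATPlite luminescent read.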
# * marks the source's active call; other numbers are inactive results; ? = inconclusive; . = not tested or not shown; [ ] = dose if it differs, or a comment. Calls follow the shape of the dose curve; as a rule, active = well fitted curve in the direction sought with a large enough effect; inconclusive = small, poorly fitted or top-dose-only effect, or another doubt; inactive = no such curve, though single readings can be large; an effect the other way counts as inactive or inconclusive. Potency is read from the fitted curve at half-maximal effect.
SMILES,GAA glycogen,GAA spleen mod,Tau fluor counter,Tau fibril FP,Tau ThT inhib,GLA spleen mod,GAA inhib,HTT ATP protect
CCOC(=O)C1=C(c2ccccc2)NC(=O)NC1c1ccc(OCC#N)c(OC)c1 (stereo not drawn),-0.6%,-6.4%,0.7%,-3.1%,3.8%,-9.3%,7.1%,-5.9%[10 µM]
Nc1nonc1N1CCCCC1,-7.3%,1.6%,2.0%,-5.0%,-6.6%,6.2%,-1.5%,10.4%[10 µM]
CC(C)(C)NC(=O)c1ccccc1NC(=O)c1ccc2c(c1)OCO2,18.3%,5.6%,-6.5%,-2.8%,-0.3%,5.1%,3.7%,0.2%[1.9 µM]
CCc1ccc2nc(Nc3nc(COC)cc(=O)[nH]3)nc(C)c2c1,-2.1%,3.4%,-6.2%,-9.8%,?,4.2%,6.2%,-23.3%
O=C1/C(=C\c2ccc([N+](=O)[O-])cc2)CCc2ccccc21,2.3%,2.2%,-14.1%,-13.7%,?,-0.3%,2.8%,-52.5%[inhibitor][10 µM]
COc1ccc2c(c1OC)C(=O)OC2CC(=O)c1ccc2c(c1)OCO2 (stereo not drawn),5.0%,-10.4%,0.6%,0.1%,-1.3%,0.3%,-9.8%,1.4%[0.074 µM]
C=CCn1c(SCC(=O)N2CCc3ccccc3C2)nnc1-c1ccncc1,-4.3%,-9.6%,1.2%,4.4%,4.7%,-2.8%,6.1%,-2.7%[10 µM]
Cc1cccc(CSc2ccc3nnc(-c4cccnc4)n3n2)c1,9.4%,-6.1%,-1.9%,1.8%,-7.0%,-17.5%,-0.3%,-14.1%[10 µM]
O=C(c1ccccc1)c1sc(N2CCOCC2)nc1-c1ccccc1,-4.9%,0.0%,-11.5%,6.6%,-7.9%,-5.2%,-4.2%,-48.3%[inhibitor]
Cc1ccc(C(=O)O/N=C(\N)c2ccccc2)c(Cl)c1,-2.3%,-7.7%,-3.2%,1.9%,.,-2.6%,.,-8.5%[10 µM]
Cc1cc2nc(/N=C(\N)NC(=O)N3c4ccccc4Sc4ccccc43)nc(C)c2cc1C,2.6%,-11.9%,-14.6%,1.3%,?,-3.8%,-5.7%,-5.7%[10 µM]
Cc1oc2ccccc2c1CNC(=O)N(C)C,10.5%,1.1%,1.0%,14.0%,.,-13.6%,.,3.5%[10 µM]
CCOC(=O)c1sc(NC(=O)c2ccc(S(=O)(=O)N(C)C)cc2)cc1C,6.6%,-2.7%,?,?,0.3%,-15.7%,-0.4%,-27.7%
Cc1ccc(C2=NOC(=O)/C2=C\C=C\c2ccccc2)cc1,0.9%,-26.0%,?,14.1µM*,12.6µM*,-4.6%,-1.5%[15.4 µM],-14.9%[10 µM]
COc1ccc(NC(=O)c2csc3c2CCCCC3)c(OC)c1,-16.4%,-4.2%,-28.4%,4.8%,?,-9.4%,1.8%,-46.8%[inhibitor]
FC(F)(F)c1nc(=S)c2ccccc2[nH]1,-10.0%,-5.5%,-2.1%,-18.0%,?,0.6%,?,11.5%
O=C(Nc1nccs1)C1Cc2ccccc2CN1S(=O)(=O)c1ccc(F)cc1 (stereo not drawn),7.8%,-2.4%,-13.5%,-6.9%,-5.7%,-1.2%,-0.5%,-48.1%[inhibitor]
Cc1ccc(NC(=O)C2CCN(c3nn4c(=O)cc(C)nc4s3)CC2)cc1,12.6%[76.3 µM],.,5.5%,5.9%,-5.0%,.,.,.
CCCc1nc2ccc(NC(=O)c3ccco3)cc2c(=O)n1Cc1ccccc1Cl,2.3%,0.7%,-26.8%,-10.2%,-2.8%,1.5%,-2.8%,-3.8%[10 µM]
COc1ccc(-n2nnc3c(=O)n(CC(=O)N4CCCC4)cnc32)cc1,2.5%,0.3%,-2.1%,-3.0%,2.0%,4.5%,-2.1%,-3.7%[0.074 µM]
CCCN(CC(=O)Nc1ccc(C(N)=O)cc1)CC(=O)Nc1ccccc1C,-3.8%,1.5%,-2.2%,9.0%,-3.3%,1.8%,-5.6%,-25.1%
CCOc1cc(Cl)c(NC(C)=O)cc1OCC,-1.4%,4.1%,0.4%,7.6%,-2.0%,7.5%,-1.7%,.
CCOC(=O)c1[nH]c2ccc(OC)cc2c1NS(=O)(=O)c1ccc(OC)cc1OC,12.6µM*,-10.8%,-29.5%,8.6%,-16.6%,-6.4%,-0.9%,-25.5%
C/C=C/c1ccc(OCCCCN2CCC(C)CC2)c(OC)c1,1.9%,-3.5%,-5.6%,-6.1%,-8.0%,5.0%,-1.3%,-47.3%[inhibitor]
CCCCCCSc1nnc2c(n1)OC(C)Nc1ccc(Br)cc1-2 (stereo not drawn),-5.6%[76.3 µM],.,-23.5%,7.1%,?,.,.,.

# One compound at a time (already shown). Order of screens: GAA glycogen, GAA spleen mod, Tau fluor counter, Tau fibril FP, Tau ThT inhib, GLA spleen mod, GAA inhib, HTT ATP protect
# CCCN(CC(=O)Nc1ccc(C(N)=O)cc1)CC(=O)Nc1ccccc1C as listed: -3.8%, 1.5%, -2.2%, 9.0%, -3.3%, 1.8%, -5.6%, -25.1%
# O=C(Nc1nccs1)C1Cc2ccccc2CN1S(=O)(=O)c1ccc(F)cc1 (stereo not drawn) as listed: 7.8%, -2.4%, -13.5%, -6.9%, -5.7%, -1.2%, -0.5%, -48.1%[inhibitor]
# CCOC(=O)C1=C(c2ccccc2)NC(=O)NC1c1ccc(OCC#N)c(OC)c1 (stereo not drawn) as listed: -0.6%, -6.4%, 0.7%, -3.1%, 3.8%, -9.3%, 7.1%, -5.9%[10 µM]
# CCCc1nc2ccc(NC(=O)c3ccco3)cc2c(=O)n1Cc1ccccc1Cl as listed: 2.3%, 0.7%, -26.8%, -10.2%, -2.8%, 1.5%, -2.8%, -3.8%[10 µM]
# Nc1nonc1N1CCCCC1 as listed: -7.3%, 1.6%, 2.0%, -5.0%, -6.6%, 6.2%, -1.5%, 10.4%[10 µM]

# (cont.)
SMILES,GAA glycogen,GAA spleen mod,Tau fluor counter,Tau fibril FP,Tau ThT inhib,GLA spleen mod,GAA inhib,HTT ATP protect
CC(C)(C)NC(=O)C(c1ccccc1)N(Cc1cccs1)C(=O)c1csnn1 (stereo not drawn),0.7%,-3.5%,-7.6%,2.3%,-5.5%,-9.8%,?,3.6%[1.9 µM]
CC(C)N1CCc2c(sc(NC(=S)NC(=O)c3ccccc3)c2C#N)C1,-8.9%,-3.2%,?,10.3%,?,-3.7%,?,-2.5%[10 µM]
O=C(CCSc1nnc(-c2ccncc2)o1)Nc1ccccc1,4.1%,-5.0%,0.2%,-1.7%,1.1%,-3.9%,-6.0%,-7.8%[10 µM]
CCOC(=O)C1=C(C)NC(=O)NC1c1ccc(Br)s1 (stereo not drawn),-6.1%,-5.4%,-6.4%,4.8%,-2.7%,-0.5%,5.1%,0.2%
COc1ccc(NC(=O)Cn2c(=O)c3cccn3c3ccccc32)cc1,-10.1%[76.3 µM],.,?,17.8µM*,-9.3%,.,.,.
Cc1cc(-c2csc(N)n2)c(C)n1CCc1ccccc1,-13.2%,-3.9%,?,-2.4%,?,1.4%,-9.9%,-13.1%
O=C(NCc1ccccc1)C1=C[C@@H](c2ccc(C(F)(F)F)cc2)C[C@@H](OCc2ccc(CO)cc2)O1,-0.4%,1.2%,-26.4%,-8.3%,?,1.1%,.,-11.3%[10 µM]
CC(=O)Nc1ccc(Sc2ccccc2C(=O)O)cc1,-0.2%,3.7%,0.5%,1.1%,-2.5%,4.6%,5.5%,?
O=[N+]([O-])c1ccc2c(c1)nc1n2CCSC1,-0.7%,3.5%,-7.9%,-7.1%,?,-3.7%,.,20.6%[10 µM]
COC(=O)/C(=C\Nc1ccc(Cl)cc1Cl)NC(=O)c1ccccc1,-3.5%,-1.9%,-19.0%,8.9%,13.1%,-2.6%,-30.9%,-16.1%
CCOc1cc(C2NC(=O)NC(C)=C2C(=O)NCc2ccccc2)c(Cl)cc1O (stereo not drawn),10.1%,-12.3%,-5.0%,4.2%,-3.2%,7.7%,5.1%,5.2%[10 µM]
C=CCOCCN1C(=O)C2C(c3ccccc3)C=CC(c3ccccc3)C2C1=O (stereo not drawn),10.2%,1.9%,-10.3%,6.3%,?,2.1%,2.4%,-22.1%
CC(CCc1ccccc1)NC(=O)CSc1ccccn1 (stereo not drawn),4.4%,0.7%,-0.9%,-4.0%,-2.2%,-0.3%,-7.2%,-9.6%
COc1ccccc1CCNC(=O)Cc1c(C)c2cc3c(C)coc3cc2oc1=O,13.3%[76.3 µM],.,-5.6%,-7.1%,-1.3%,.,.,.
COc1ccccc1OCCCC(=O)Nc1nccs1,11.5%,-13.7%,-9.2%,-3.0%,-6.0%,3.0%,-3.8%,-29.4%
O=c1cc2oc3cc(O)c(O)cc3c(-c3ccccc3O)c-2cc1O,?,2.4%,?,12.6µM*,2.51µM*,11.6%,.,-12.9%[10 µM]
COc1coc(/C=C/C(=O)O)cc1=O,-3.3%,-4.3%,2.4%,3.5%,-0.6%,2.4%,1.4%,.
O=[N+]([O-])c1ccc(O)c(/C=N/Nc2nn[nH]n2)c1,?,-2.0%,-4.2%,-4.2%,?,8.8%,-2.8%,.
COc1cc(C2Nc3ccccc3C(=O)N2c2ccccc2)ccc1O (stereo not drawn),-25.9%,-4.0%,-18.6%,-4.6%,?,6.0%,-17.5%,-51.8%[inhibitor][10 µM]
O=C(NC1CCCCC1)c1ccc(Cn2c(SCc3ccc(F)cc3)nc3cccnc32)cc1,9.6%[76.3 µM],.,0.0%,-7.0%,8.0%,.,.,.
CCCS(=O)(=O)c1c(S(=O)(=O)CCC)c2c(C)cccn2c1C(=O)OC,-1.0%,5.7%,-5.5%,-2.4%,-5.5%,0.7%,-12.9%,-17.8%
C(=N\n1cnnc1)/c1ccc(OCc2cccc3ccccc23)cc1,-1.9%,2.9%,?,-13.4%,-6.7%,-2.3%,2.2%,0.2%
O=C(CCc1nc2ccccc2s1)NC1CCOC1=O (stereo not drawn),6.8%,0.4%,-14.7%,-4.0%,-9.7%,-0.1%,.,9.7%[10 µM]
COc1ccc(/C=C(/NC(=O)c2ccccc2)C(=O)N/N=C/c2ccncc2)cc1,2.1%,-1.9%,-6.9%,6.5%,-10.8%,-5.5%,-3.0%,-59.1%[inhibitor][10 µM]
Cc1nonc1C1CCCN1Cc1nc(-c2ccccc2Cl)oc1C (stereo not drawn),16.3%,-2.2%,-18.2%,-5.0%,-16.1%,-6.1%,-11.7%,-3.1%[10 µM]
